PolyA inh: yeast polyadenylation inhibition. S. cerevisiae SKY197-pL101 polyadenylation reporter, beta-gal luminescence; efflux-impaired pdr1/pdr3 knockout yeast; score 100 = 6 SD above DMSO. calls only at 12 µM. AID 1875. hit rate 0.02% among 300,000;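 active = lowest replicate activity score at least 50, where 100 means six control SD above control mean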;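 note: yeast exposed to compound for 9 h at 30 °C; higher score means more reporter readthrough which indicates perturbed polyadenylation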
KCNK3 inh: human KCNK3 channel inhibition, primary screen. AID 602410. CHO-KCNK3 thallium flux, FluxOR fluorescence; hits give low values. hit rate 0.84% among 340,000. B-score at 10 µM. O14649;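 active = B-score under library mean minus 4 SD, starting fluorescence ratio at most library mean plus 5 SD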;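 note: more negative B-score means stronger inhibition of thallium flux through KCNK3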
KCNQ1 block: human KCNQ1 channel inhibition; CHO-K1 KCNQ1, FluxOR thallium flux fluorescence; hits give high values; P51787; B-score at 10 µM; hit rate 1.3% among 310,000; AID 2642;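 active = compounds whose thallium flux B-score, printed positive for inhibition, exceeds three library SD while starting fluorescence stays within three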;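 note: channel opened by potassium depolarization with thallium stimulus after 20 min compound exposure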
RGS4 inh: human RGS4 inhibition; B-score at 10 µM; AID 463165; hit rate 0.45% among 310,000; HEK293 M3R/RGS4 inducible, Fluo-4 calcium flux; hits give high values; triggered by carbachol at its EC20;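 active = B-score, a plate-corrected calcium signal, over three deviations above library mean, with baseline fluorescence within five deviations of library mean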;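 note: RGS4 expression induced by doxycycline in cells with stable M3 receptor; B-score is computed from the integrated fluorescence ratio over baseline after carbachol; higher B-score means a larger calcium signal and so more RGS4 inhibition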
Target sequence (P49798 whole entry, looked up): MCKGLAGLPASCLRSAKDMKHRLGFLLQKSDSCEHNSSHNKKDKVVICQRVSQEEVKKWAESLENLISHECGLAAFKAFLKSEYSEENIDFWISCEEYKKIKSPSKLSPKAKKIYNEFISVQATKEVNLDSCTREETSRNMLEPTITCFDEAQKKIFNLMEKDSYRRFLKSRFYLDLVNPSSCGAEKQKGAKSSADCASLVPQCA
KCNQ1 pot: potentiates or activates the human KCNQ1 potassium channel. CHO-K1 KCNQ1, thallium flux FluxOR fluorescence; hits give high values. B-score at 10 µM. hit rate 0.35% among 310,000. AID 2648;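 active = fluorescence ratio B-score, a plate-corrected score, at least three library SD, with initial intensity B-score within 5 SD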
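Medium – assay buffer, equal DMSO in all wells · Material – CHO-K1 cell line with stable KCNQ1 potassium channel expression · Signal – kinetic FluxOR thallium fluorescence, 10-s 1-Hz baseline, 110-s post-stimulus read · Compound – single concentration per compound, DMSO matched to controls · Schedule – 37 °C overnight plating, 90-min dark dye load, 20-min compound pretreatment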
GSK3 alpha inh: blocks human GSK-3 alpha kinase; P49840; ADP-Glo luminescence, 60 min; inhibition, % at 10 µM; hit rate 0.1% among 320,000;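 in the data active = inhibition above about 50%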;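 note: GST-tagged GSK-3 alpha with peptide substrate and 25 µM ATP; 0% = DMSO neutral wells and 100% = GW8510 positive control wells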
Dyrk1A ADPGlo: Dyrk1A (rat) kinase inhibition. Q63470. hit rate 0.43% among 310,000. inhibition, % at 12.5 µM. ADP-Glo luminescence, NFATc1 peptide; in the data active = inhibition above about 50%;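 note: plate controls were vehicle with enzyme for no effect and no enzyme for full effect; many of its hits are not listed in these tables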
KCNK9 block: blocks the human KCNK9 two-pore domain potassium channel; HEK293 KCNK9, FluxOR thallium flux fluorescence; hits give low values; B-score at 10 µM; hit rate 1.2% among 310,000; AID 488922;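 active = ratio B-score over 3 SD below the library mean, with starting fluorescence within 5 SD of its mean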;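 note: negative B-score means less thallium flux so channel inhibition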
Target sequence (Q9NPC2 whole entry, looked up, the tested form may be a part): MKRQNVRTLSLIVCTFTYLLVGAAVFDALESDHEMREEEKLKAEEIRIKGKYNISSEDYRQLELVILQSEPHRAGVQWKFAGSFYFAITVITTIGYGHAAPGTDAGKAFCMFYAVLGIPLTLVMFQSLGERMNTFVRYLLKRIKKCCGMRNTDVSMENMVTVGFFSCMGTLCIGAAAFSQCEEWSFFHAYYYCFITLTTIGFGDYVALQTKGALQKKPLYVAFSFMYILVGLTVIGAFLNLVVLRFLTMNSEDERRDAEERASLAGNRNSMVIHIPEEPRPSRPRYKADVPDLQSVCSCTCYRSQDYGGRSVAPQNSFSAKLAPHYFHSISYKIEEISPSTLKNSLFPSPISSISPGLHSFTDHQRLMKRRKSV
GSK3B inh: inhibitors of human GSK3beta kinase | activity score (negative = inhibition), % at 10 µM | hit rate 0.038% among 300,000 | P49841 | GST-GSK3beta kinase, ADP-Glo luminescence, 60 min; hits give low values | AID 2097;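 active = more than half of replicate wells score below -50%, meaning over 50% inhibition versus plate controls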;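 note: 0% = median DMSO wells and -100% = median GW8510 positive control wells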
Target sequence (P49841 whole entry, looked up): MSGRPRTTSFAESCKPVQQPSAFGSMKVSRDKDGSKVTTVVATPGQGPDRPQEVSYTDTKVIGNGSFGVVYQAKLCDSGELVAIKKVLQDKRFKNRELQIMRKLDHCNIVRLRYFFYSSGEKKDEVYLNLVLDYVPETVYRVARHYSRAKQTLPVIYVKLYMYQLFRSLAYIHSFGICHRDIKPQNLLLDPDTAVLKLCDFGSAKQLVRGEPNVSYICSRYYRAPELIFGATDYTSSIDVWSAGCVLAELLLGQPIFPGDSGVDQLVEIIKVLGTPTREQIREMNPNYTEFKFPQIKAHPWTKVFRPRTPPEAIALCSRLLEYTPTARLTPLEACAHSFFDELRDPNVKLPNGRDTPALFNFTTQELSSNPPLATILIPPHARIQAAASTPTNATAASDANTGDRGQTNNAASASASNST
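Test system: GST-fused GSK3beta enzyme, cell-free | Quantity: 1.6 ng GST-GSK3beta enzyme per well | Reagent: 25 µM ATP with peptide substrate | Schedule: 60 min enzyme reaction, room temperature | Signal: Luminescent ADP-Glo measurement of ADP formed | Read-out basis: Score relative to plate controls | Control set: DMSO and 20 µM GW8510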
RGS4 pot: potentiators or activators of RGS4; HEK293 M3R/inducible RGS4, carbachol calcium flux Fluo4; hits give low values; B-score at 10 µM; hit rate 0.92% among 310,000; AID 463111;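 active = B-score of the integrated calcium signal more than 4 SD below the library mean, with starting fluorescence not abnormally high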;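 note: negative B-score means reduced calcium response which marks RGS4 activation or potentiation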
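test system = M3R-expressing HEK293 line, RGS4 induced by doxycycline | probe or stimulus = carbachol at ECmax as muscarinic agonist stimulus | timing = dye loading 30 min 37 °C, buffer rest 30 min RT | signal = calcium dye Fluo4 fluorescence | evaluation = B score from integrated fluorescence ratio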
hERG protect: hERG (human) protection from proarrhythmic block | CHO-hERG, FluxOR thallium flux, dofetilide IC70 present | activation (rescue from dofetilide block), less the hit threshold, % at 10 µM | hit rate 0.51% among 310,000;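 active = activation above the mean of controls blocked by dofetilide plus 5 SD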;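 note: thallium influx through hERG after potassium depolarization seen as dye fluorescence rise; in these data hits start at about 4.7%; inactives centre near -7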
* hit, by the source's call; i = inactive; x = not tested or not shown. Only part of the results is shown. The share of hits here may be higher or lower than overall.

Value order – PolyA inh | KCNK3 inh | KCNQ1 block | RGS4 inh | KCNQ1 pot | GSK3 alpha inh | Dyrk1A ADPGlo | KCNK9 block | GSK3B inh | RGS4 pot | hERG protect
CC(=O)Oc1cccc(N2C(=O)c3ccc(C(=O)O)cc3C2=O)c1
    i | i | i | i | i | 0 | 6 | i | 1 | i | -5
Cc1cc(C)cc(Oc2ccc(N)cc2)c1
    i | i | i | i | i | 2 | 1 | i | 0 | i | -17
COC(=O)CNC(=O)C1(C)C=CCN1C(=O)c1ccccc1 (stereo not given)
    i | i | i | i | i | -1 | 4 | i | -1 | i | -8
O=C(COC(=O)/C=C/c1ccc(S(=O)(=O)N2CCOCC2)cc1)NCc1ccc2c(c1)OCO2
    i | i | i | i | i | 1 | 1 | i | 2 | i | -7
CCN1CCN(Cc2ccc(NC(=O)c3cc(NC(=O)c4cc(C)on4)cc(OC)c3)cc2C(F)(F)F)CC1
    i | i | i | i | i | 1 | -9 | i | -1 | i | -15
O=C(COC(=O)c1cc(=O)[nH]c2ccccc12)Nc1nc(-c2ccccc2)cs1
    i | i | i | i | i | 0 | 12 | i | 4 | i | -11
Cn1c(=O)c2cc(S(=O)(=O)Nc3cc(C(=O)O)cc(C(=O)O)c3)ccc2n(C)c1=O
    i | i | i | i | i | -3 | 2 | i | 1 | i | -8
Cc1ccc2c(c1)C(c1ccc(F)cc1)N(C(=O)c1ccccc1Br)CC(=O)N2 (stereo not given)
    i | i | i | i | i | 2 | -3 | i | 3 | i | -15
CCOC(=O)N1CCN(C(=O)CNC(=O)c2nn(-c3ccc(OC)cc3)c(=O)c3ccccc23)CC1
    i | i | i | i | i | 0 | 1 | i | -1 | i | -14
CCCOc1ccc(C(C)=O)cc1CC(C(=O)OCC)C(=O)OCC
    i | i | i | i | i | x | 5 | i | 5 | i | -11
Cc1ccc(-n2c3nc(=O)n(C)c(=O)c-3cc3ccccc32)cc1
    i | i | i | i | i | 9 | x | i | 1 | -8* | 2
CSc1nnc(NC(=O)c2ccc3c(c2)OCO3)s1
    i | i | i | i | i | -1 | 0 | i | -1 | i | -7
COc1cc2[nH]c(=S)n(C3CC3)c(=O)c2cc1OC
    i | i | i | i | i | 3 | x | i | -1 | i | 1
CC1=NN(c2nc(C)cc(C)n2)C(=O)C1CCC(C)C (stereo not given)
    i | i | i | i | i | -1 | 5 | i | 2 | i | -7
O=C(NCc1ccc2c(c1)OCO2)c1cccnc1
    i | i | i | i | i | 0 | -1 | i | 1 | i | -13
CN(CCOc1ccccc1)CC(=O)Nc1cccc(Br)c1
    i | -9.2* | i | i | i | 0 | x | i | 2 | i | -14
CCOC(=O)CSc1nc(=O)n2cc(C)ccc2n1
    i | i | i | i | i | -1 | 2 | i | 0 | i | -9
COc1ccc(N2CCN(C(=O)c3ccccc3)CC2)c([N+](=O)[O-])c1
    i | i | i | i | i | -2 | x | i | 0 | i | -2
CCOc1ccc(C2C(C(C)=O)=C(O)C(=O)N2CCc2c[nH]c3ccccc23)cc1 (stereo not given)
    i | i | i | i | i | 1 | 3 | i | 0 | i | -7
Cc1onc(-c2ccccc2)c1C(=O)NNC(=S)NC(=O)c1ccc(F)cc1
    i | i | i | i | i | -1 | 3 | i | 5 | i | -3
N#CCNC1CC(=O)N(c2ccc(F)cc2)C1=O (stereo not given)
    i | i | i | i | i | 2 | -2 | i | -2 | i | -8
CSc1cccc(NS(=O)(=O)c2cn(C)cn2)c1
    i | i | i | i | i | 4 | -1 | i | -6 | i | -10
COc1ccc(Cn2c(=O)c3cccnc3n(Cc3ccc([N+](=O)[O-])cc3)c2=O)cc1
    i | i | i | i | i | 8 | 4 | i | 2 | i | -10
CC(=O)N1c2ccc(S(=O)(=O)N3CCC(C(=O)Nc4cccc(F)c4)CC3)cc2CC1C (stereo not given)
    i | i | i | i | i | -2 | -5 | i | -1 | i | -10
Clc1cccc(OCCCN2CCCC2)c1Cl
    i | i | i | i | i | -1 | -1 | i | 3 | i | 2
O=C(NC1CCCC1)C1CCN(S(=O)(=O)c2cccc3cccnc23)CC1
    i | i | i | i | i | -8 | -4 | i | 1 | i | -5
COc1ccc(-c2noc(CCC(=O)NCCN(C)Cc3ccccc3)n2)cc1
    i | i | i | i | i | 1 | 3 | i | 0 | i | -5
COc1cccc(C(=O)CN2CCN(S(=O)(=O)c3ccc(Br)cc3)CC2)c1
    i | i | i | i | i | -6 | 4 | i | -8 | i | -7
CCOc1ccc(NC(=O)C/C(C)=N/NC(=O)Cc2cccs2)cc1
    i | i | i | 7.4* | i | -1 | -3 | i | 0 | i | -10
CCN(CC)CCCN1C(=O)C2C(C(=O)Nc3ccc(C(C)C)cc3)C3C=CC2(O3)C1C(=O)NC1CCCCC1 (stereo not given)
    i | i | i | i | i | -2 | 4 | i | x | i | -10
CC12CCC(C(=O)NCc3ccccc3Cl)(CC1=O)C2(C)C (stereo not given)
    i | i | i | i | i | 1 | -8 | i | 2 | i | -5
COc1ccc(/C=N/NC(=O)c2csc(-n3nc(C)cc3C(F)(F)F)n2)cc1
    i | i | i | i | i | -1 | -2 | -10* | -1 | i | -12
CCOC(=O)N1CCN(c2nc3ccccc3nc2C(C#N)S(=O)(=O)c2ccc(C)cc2)CC1 (stereo not given)
    i | i | 9* | i | i | -8 | 0 | i | 0 | i | -10
CN(CC(=O)Nc1ccc(Cl)c(C(F)(F)F)c1)C(=O)Cc1ccsc1
    i | i | i | i | i | -1 | x | i | -2 | i | -12
COc1ccccc1NC(=O)N(Cc1cccs1)Cc1cc2cc3c(cc2[nH]c1=O)OCO3
    i | i | i | i | i | -3 | -4 | i | 2 | i | -8
Cc1ccc(NC(=O)c2csnn2)c(C)c1
    i | i | i | i | i | -1 | -2 | i | 6 | i | -7
CCCCNC(=O)NNC(=O)c1ccco1
    i | i | i | i | i | -4 | -1 | i | 2 | i | -2
NC(=O)c1cccc2c1-c1ccccc1/C2=N/NC(N)=S
    i | i | i | i | i | 5 | 4 | i | -2 | i | -5
N/C(Cc1nc(-c2ccc(Cl)cc2)cs1)=N/O
    i | i | i | i | i | -2 | 5 | i | 0 | i | -4
CCN(CC)CCC(c1ccc2c(c1)OCO2)c1c(OC)cc(OC)c2ccc(=O)oc12 (stereo not given)
    i | i | i | i | i | x | -9 | i | 1 | i | -10
Cc1cs/c(=N\N=C2CCCCC2)n1Cc1ccco1
    i | i | i | i | i | 0 | 4 | i | 0 | i | -10
CCOC(=O)N/N=C(\C)c1ccc(-n2cnnn2)cc1
    i | i | i | i | i | -5 | 4 | i | 2 | i | -3
COc1ccc(C)c2sc(N(CCN(C)C)C(=O)c3ccc4ccccc4c3)nc12
    i | i | i | i | i | 6 | -3 | i | -1 | i | -16
COC(=O)CNC(=O)C(C)NC(=O)OCc1ccccc1 (stereo not given)
    i | i | i | i | i | -3 | 8 | i | -1 | i | -7
CCc1ccc(S(=O)(=O)NCCc2cn3ccsc3n2)s1
    i | i | i | i | i | 0 | 1 | i | 1 | i | -12
Cc1ccc(Nc2nc(N)nc(CN3CCC(C)CC3)n2)c(C)c1
    i | i | i | i | i | -1 | 0 | i | -5 | i | -10
CC1=NN(c2ccc(Cl)c(C(=O)O)c2)C(=O)/C1=C/c1ccc(-c2ccccc2[N+](=O)[O-])o1
    i | i | i | i | i | 2 | 1 | i | 5 | i | -13
O=C(NCc1nnc(SCC(=O)N2CCN(c3ccccc3)CC2)o1)c1ccc(F)cc1
    i | i | i | i | i | -2 | -7 | i | 1 | i | -8
COc1cccc(/C=C2\SC(=S)N(CC3CCCO3)C2=O)c1 (stereo not given)
    i | i | i | i | i | -2 | x | i | 3 | i | -7
O=C(Cn1nc(C(F)(F)F)c2c1CCC2)NCc1ccc(F)cc1
    i | i | i | i | i | -3 | -2 | i | 1 | i | -13
COc1ccc(NC2=C3CCCC=C3N(c3ccc(OC)cc3)C2=O)cc1
    i | i | i | i | i | -4 | 6 | i | -1 | i | -3
COC(=O)CN(c1ccccc1)S(=O)(=O)c1cc(Br)ccc1OC
    i | i | i | i | i | 1 | 11 | i | 3 | i | -16
CN(C)CCNC(=O)COc1ccc(Cl)cc1Cl
    i | i | i | i | i | -4 | -6 | i | 4 | i | -3
COc1cccc(N2CCN(CC(=O)Nc3nc4c(s3)CC(C)CC4)CC2)c1 (stereo not given)
    i | i | i | i | i | -1 | 23 | i | 0 | i | -14
CC(=O)Nc1nc(-c2ccccc2)c(-c2ccccc2)o1
    i | i | i | i | i | 0 | 1 | i | -1 | i | -8
CC1=NN(c2nc3ccccc3[nH]2)C(=O)C1Cc1ccccc1 (stereo not given)
    i | i | i | i | i | -3 | x | i | 1 | i | 1
Cc1ccnc(SCc2cc(=O)c(OC(=O)c3ccc(Br)o3)co2)n1
    i | i | i | i | i | -1 | -1 | i | -3 | i | -7
CC(=O)c1ccc(NC(=O)CCCN2C(=O)COc3ccc(C)cc32)cc1
    i | i | i | i | i | 1 | 2 | i | -2 | i | -9
COc1ccc(S(=O)(=O)Nc2ccccc2C(=O)N2CCCC2)cc1OC
    i | i | i | i | i | 0 | -5 | i | -1 | i | -8
CSC(=CC(=O)c1ccc(F)cc1)SC
    i | i | i | i | i | 0 | -2 | i | 7 | i | -9
Cc1ccc(C(=O)N2N=C(c3ccccc3)CC2(O)C(F)(F)F)o1 (stereo not given)
    i | i | i | i | i | x | -6 | -11* | 4 | i | -13
CCOC(=O)c1ccc2c(c1)n(CC)c(C)[n+]2CC
    i | i | i | i | i | -1 | x | i | -2 | i | -12

Screens as filed in PubChem.
